Rpn11 inh = blocks the human proteasome subunit Rpn11; 360,000 compounds, 0.59% hits; calls only at 20 µM; O00487; human 26S proteasome, Ub4-pepOG fluorescence polarization; 20S core pre-blocked with epoxomicin;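 active = inhibition at 20 µM, scaled to each plate's controls, above about 33%, limit read from the data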
Target sequence (O00487 whole entry, looked up): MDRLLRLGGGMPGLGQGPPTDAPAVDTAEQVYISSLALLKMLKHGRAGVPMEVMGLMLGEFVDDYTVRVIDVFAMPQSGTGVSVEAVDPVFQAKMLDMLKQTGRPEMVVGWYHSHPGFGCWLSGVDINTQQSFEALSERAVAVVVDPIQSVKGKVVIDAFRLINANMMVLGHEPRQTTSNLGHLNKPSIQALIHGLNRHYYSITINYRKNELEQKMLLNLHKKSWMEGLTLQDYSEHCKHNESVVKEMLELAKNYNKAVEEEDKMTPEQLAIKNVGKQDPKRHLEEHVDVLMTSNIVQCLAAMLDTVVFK
FAS TE block = FAS thioesterase (human) inhibition; P49327; recombinant FAS-TE, OMFH fluorogenic substrate, fluorescence endpoint; inhibition, % at 15 µM; 360,000 compounds, 0.67% hits; AID 602261;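 active = compounds whose normalised, plate-corrected inhibition of enzyme fluorescence in the single-dose primary screen is 50% or more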;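 also: 0% = DMSO with enzyme and 100% = substrate without enzyme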
Rin1-Abl PPI inh = human Rin1-Abl interaction inhibition | P00519+Q13671 | TR-FRET Rin1/Abl binding, biochemical | inhibition, % at 7.35 µM | 360,000 compounds, 0.4% hits; in the data active = inhibition above about 5%, passing the limit was not always enough
CSN deneddyl inh = inhibitors of human CSN-mediated cullin deneddylation. Q92905. Purified CSN, SCF-Nedd8-OG deneddylation, fluorescence polarization. inhibition, % at 12.5 µM. 360,000 compounds, 0.38% hits. AID 651999;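 active = pattern-corrected inhibition above about 35%, with an unprinted fluorescence ratio check between 0.5 and 1.5, limit read from the data, passing the limit was not always enough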;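 also: 0% = enzyme with substrate and 100% = substrate without enzyme; some results filed as inactive read as strong as hits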
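Schedule: reaction 90 min, room temperature / Assay system: HEK293T-derived human Csn5 enzyme / Input: Csn5 at 0.24 nM final / Measure: inhibition of Csn5 cleavage, % / Control set: substrate-only high control, full reaction low control / Technique: fluorescence polarization of the substrate / Buffer or medium: Tris/NaCl/DTT buffer, pH 7.5 / Reagent: SCFSkp2-Nedd8OG substrate at 10 nM final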
MsrA act = activates bovine MsrA enzyme; purified bovine MsrA, absorbance read-out; 360,000 compounds, 0.3% hits; activation, % at 10.6 µM; AID 602163; in the data active = activation above about 7.5%;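 also: 0% = vehicle and 100% = reference activator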
PABP1 MLLE inh = inhibitors of microRNA-mediated deadenylation, human PABP1 MLLE binding | inhibition, % at 20 µM | AID 588489 | 360,000 compounds, 0.36% hits | P11940 | GST-MLLE / FITC-PAM2 fluorescence polarization; in the data active = inhibition above about 35%, passing the limit was not always enough;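 also: plate controls were DMSO wells with GST-MLLE for no effect and wells lacking GST-MLLE protein for full effect; some results filed as inactive read as strong as hits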
Target sequence (P11940 whole entry, looked up): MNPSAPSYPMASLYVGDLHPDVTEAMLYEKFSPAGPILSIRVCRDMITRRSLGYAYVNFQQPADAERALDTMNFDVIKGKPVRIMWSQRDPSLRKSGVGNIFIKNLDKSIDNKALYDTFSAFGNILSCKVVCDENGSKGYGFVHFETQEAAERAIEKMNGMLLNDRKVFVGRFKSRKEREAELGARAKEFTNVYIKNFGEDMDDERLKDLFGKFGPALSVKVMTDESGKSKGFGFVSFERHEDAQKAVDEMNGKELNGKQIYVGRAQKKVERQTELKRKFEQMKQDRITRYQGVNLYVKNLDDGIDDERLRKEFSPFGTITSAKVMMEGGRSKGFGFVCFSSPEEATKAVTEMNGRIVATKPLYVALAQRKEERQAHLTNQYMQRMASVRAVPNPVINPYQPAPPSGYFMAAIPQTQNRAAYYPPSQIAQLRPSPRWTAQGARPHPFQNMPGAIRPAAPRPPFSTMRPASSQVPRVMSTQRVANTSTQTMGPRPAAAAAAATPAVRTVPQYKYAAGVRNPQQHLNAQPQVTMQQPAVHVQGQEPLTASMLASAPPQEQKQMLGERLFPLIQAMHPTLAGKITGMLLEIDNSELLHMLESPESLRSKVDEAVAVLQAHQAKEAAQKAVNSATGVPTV
eLon inh = E. coli protease La inhibition; P0A9M0; 360,000 compounds, 0.42% hits; inhibition, % at 7.94 µM; purified E. coli Lon protease, fluorescence polarization; in the data active = inhibition above about 13%, passing the limit was not always enough;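 also: 0% = enzyme with probe and DMSO and 100% = no enzyme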
MsrA inh = inhibits bovine methionine sulfoxide reductase A. purified bovine MsrA, absorbance read-out. inhibition, % at 15.5 µM. 360,000 compounds, 0.75% hits; in the data active = inhibition above about 4.5%;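 also: 0% = vehicle wells with enzyme and 100% = reference inhibitor wells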
MT1-MMP act inh = inhibitors of human MT1-MMP activation | 360,000 compounds, 0.061% hits | GFP/RFP ratio change, % at 20 µM | HT1080 RFP-PRO-GFP cells, GFP/RFP ratio fluorescence, overnight; percent of plate control window, DMSO zero | P50281 | AID 651647;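 active = GFP/RFP ratio change of at least 30% with cell ATP level not reduced by more than half and red fluorescence within 50% of control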; also: strong numbers were not always called active
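Assay system: RFP-PRO-GFP reporter HT1080 cells; read-out basis: GFP/RFP fluorescence ratio; benchmarks: DMSO wells and RFP-L50D-GFP cells; doses: 20 µM single dose, 1% DMSO; schedule: overnight cell settling, then overnight compound exposure, 37 °C, 5% CO2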
Active calls of the source: *; i = inactive; · = not tested or not shown.

Field names: A = Rpn11 inh; B = FAS TE block; C = Rin1-Abl PPI inh; D = CSN deneddyl inh; E = MsrA act; F = PABP1 MLLE inh; G = eLon inh; H = MsrA inh; I = MT1-MMP act inh
1) COc1ccc(N2CCN(C(=O)CCS(=O)(=O)c3ccc4c(c3)NC(=O)C(C)S4)CC2)cc1 (stereo not given)
  A: i | B: 4 | C: 1 | D: -2 | E: -2 | F: 3 | G: 1 | H: 0.2 | I: -4
2) Cc1ccc(S(=O)(=O)N2CCCCC2)cc1NC(=O)C1CC(=O)N(Cc2ccccc2)C1 (stereo not given)
  A: i | B: -8 | C: 2 | D: -7 | E: -3 | F: -2 | G: 5 | H: -0.7 | I: 16
3) O=C(N/C(=C\c1ccc(O)cc1)C(=O)N1CCCCC1)c1ccccc1
  A: i | B: -6 | C: 1 | D: 3 | E: -3 | F: -12 | G: -14 | H: -0.1 | I: 0
4) O=C1C2C3CCCC3=C3CCCC3C2C(=O)N1c1ccc(Cl)cc1 (stereo not given)
  A: i | B: -7 | C: 0 | D: 0 | E: -4 | F: -3 | G: -2 | H: -0.7 | I: 1
5) CN1C(=O)C2(OCC(COc3ccc(Cl)cc3)O2)c2ccccc21 (stereo not given)
  A: i | B: 30 | C: 4 | D: -5 | E: -7 | F: 3 | G: -8 | H: -0.3 | I: 3
6) O=C(OCc1ccc(Br)cc1)c1cccnc1Cl
  A: i | B: 10 | C: 0 | D: 2 | E: -3 | F: 14 | G: -1 | H: -1.5 | I: 3
7) O=C(C1CCCCN1S(=O)(=O)c1ccc(F)cc1)N1CCN(c2ccccc2F)CC1 (stereo not given)
  A: i | B: 7 | C: 1 | D: -1 | E: -3 | F: -1 | G: 6 | H: 0.5 | I: 4
8) C[C@H](CO)N1C[C@H](C)[C@@H](CN(C)S(=O)(=O)c2cccs2)Oc2ccc(NC(=O)Nc3ccccc3)cc2C1=O
  A: i | B: 2 | C: -5 | D: -2 | E: 1 | F: 6 | G: 9 | H: -0.3 | I: 1
9) c1ccc(N2CCN(Cc3cnc(N4CCOCC4)s3)CC2)cc1
  A: i | B: 0 | C: 0 | D: -7 | E: 1 | F: -3 | G: 6 | H: -0.4 | I: -3
10) O=C(Nc1ccc2c(c1)OCCO2)C(CCc1ccccc1)N1CCN(c2ccc(F)cc2)CC1 (stereo not given)
  A: i | B: 31 | C: 2 | D: 0 | E: -3 | F: -10 | G: -6 | H: -0.4 | I: 2
11) O=C(Cn1nnc2ccccc21)N/N=C/c1ccco1
  A: i | B: -12 | C: -2 | D: -2 | E: -1 | F: 1 | G: 4 | H: 2.3 | I: 2
12) Cc1ccc(NC(=O)c2cncc(Br)c2)c([N+](=O)[O-])c1
  A: i | B: -10 | C: 0 | D: -14 | E: -14 | F: 3 | G: 2 | H: 0.2 | I: -7
13) COc1ccc(CNC(=O)C2CCC(CNS(=O)(=O)c3ccc(C)cc3)CC2)cc1 (stereo not given)
  A: i | B: 2 | C: 0 | D: 2 | E: -3 | F: 7 | G: 8 | H: 0.6 | I: 4
14) N#Cc1c(N)nc(SCC(=O)NCc2ccc3c(c2)OCO3)c(C#N)c1-c1cccs1
  A: i | B: 7 | C: -1 | D: -4 | E: -4 | F: 6 | G: -11 | H: 0.7 | I: 0
15) CCOC(=O)N1CCC(N2CCN(C3CCCC3)C(CCO)C2)CC1 (stereo not given)
  A: i | B: 3 | C: 0 | D: -10 | E: -4 | F: 17 | G: 0 | H: 0.8 | I: -1
16) CC(C)CCNC(=O)CCNS(=O)(=O)c1ccc(Cl)cc1
  A: i | B: -4 | C: 0 | D: 0 | E: 0 | F: 3 | G: -3 | H: -0.2 | I: -3
17) COc1ccc(CCNC(=O)C2CCN(C(=O)c3ccc(C(C)(C)C)cc3)CC2)cc1OC
  A: i | B: -5 | C: 1 | D: 6 | E: -7 | F: 2 | G: 7 | H: -0.8 | I: 12
18) COc1cccc(NC(=O)Nc2cnccn2)c1
  A: i | B: -10 | C: 0 | D: -2 | E: -3 | F: -20 | G: -1 | H: 1.7 | I: -1
19) CCOC(=O)CCC(NC(=O)CCCCCCCC(=O)NC(CCC(=O)OCC)C(=O)OCC)C(=O)OCC (stereo not given)
  A: i | B: -16 | C: 2 | D: -7 | E: -2 | F: 0 | G: 2 | H: 0.0 | I: 0
20) COC(=O)c1nc(N)sc1-c1ccccc1
  A: i | B: -8 | C: 0 | D: -4 | E: -3 | F: -1 | G: -13 | H: 0.1 | I: 9
21) CCc1noc(C)c1C(=O)Nc1cc(Cl)ccc1N1CCOCC1
  A: i | B: 5 | C: 0 | D: 3 | E: -4 | F: -1 | G: -8 | H: 0.4 | I: -2
22) C(=N\Nc1nc(-c2ccccc2)cs1)/c1cccnc1
  A: i | B: 7 | C: 1 | D: -1 | E: -3 | F: 31 | G: 4 | H: 1.2 | I: 3
23) Cc1ccnc(NC(=O)Cc2c(F)cccc2Cl)c1
  A: i | B: -2 | C: 1 | D: 3 | E: -9 | F: 13 | G: -2 | H: -0.7 | I: -3
24) Nn1cc(-c2ccccc2)nc1SCC(=O)NCC1CCCO1 (stereo not given)
  A: i | B: -4 | C: -2 | D: -4 | E: -9 | F: 12 | G: -5 | H: -0.8 | I: 3
25) O=C(O)c1ccc2cccc(O)c2n1
  A: i | B: -10 | C: 3 | D: -1 | E: -3 | F: -11 | G: 2 | H: 2.9 | I: 1
26) COc1ccnc2c1c(=O)n(Cc1c(F)cccc1Cl)c(=O)n2C
  A: i | B: 3 | C: 5 | D: 0 | E: -2 | F: 7 | G: -1 | H: 0.1 | I: 4
27) Cc1ccc(S(=O)(=O)c2ccc([N+](=O)[O-])o2)cc1
  A: i | B: 37 | C: 4 | D: -3 | E: 4 | F: 0 | G: -9 | H: 0.7 | I: 15
28) COc1ccc(COC(=O)c2ccc(C)c(S(=O)(=O)N3CCOCC3)c2)cc1F
  A: i | B: 19 | C: 0 | D: 1 | E: -1 | F: 10 | G: -1 | H: -0.3 | I: -2
29) CCCCCCOc1ccc(N2C(=O)CC(N(CCc3ccc(S(N)(=O)=O)cc3)C(C)=O)C2=O)cc1 (stereo not given)
  A: i | B: 3 | C: 2 | D: 0 | E: -1 | F: 3 | G: 1 | H: 1.1 | I: 0
30) CCOC(=O)Cn1cnc2c(cnn2-c2ccc(OC)cc2)c1=O
  A: i | B: -7 | C: 0 | D: -1 | E: -1 | F: 8 | G: -3 | H: -1.5 | I: -7
31) O=c1c2ccccc2c(-c2ccccc2)nn1-c1cc(Cl)cc(Cl)c1
  A: i | B: 29 | C: -1 | D: 0 | E: -3 | F: -8 | G: -4 | H: -1.1 | I: -1
32) COc1cc(NC(C)CCCNC(C)C)c2ncccc2c1OC (stereo not given)
  A: i | B: -7 | C: 3 | D: 3 | E: -2 | F: 44* | G: 30* | H: 0.0 | I: -3
33) CC1CCc2[nH]c3ccc(C(=O)O)cc3c2C1 (stereo not given)
  A: i | B: -2 | C: -1 | D: -1 | E: -1 | F: 12 | G: -1 | H: -0.1 | I: 1
34) O=C(CC1NCCNC1=O)NC1Cc2ccccc2C1 (stereo not given)
  A: i | B: -3 | C: 0 | D: 1 | E: -2 | F: -3 | G: -1 | H: 0.2 | I: 1
35) CCC(=O)Nc1ccc(C(=O)NNC(=O)c2ccccc2)cc1
  A: i | B: -11 | C: 1 | D: -2 | E: -10 | F: -2 | G: 12 | H: -1.0 | I: -2
36) S=C(Nc1cccc(Cl)c1)Nc1ccccc1Oc1ccccc1
  A: i | B: 24 | C: 1 | D: 2 | E: 1 | F: 1 | G: 6 | H: 0.6 | I: 1
37) CCOC(=O)/C(C#N)=C\c1ccc(N2CCN(C/C=C/c3ccccc3)CC2)cc1
  A: · | B: -4 | C: 0 | D: 17 | E: -1 | F: -108 | G: -97 | H: 1.6 | I: -14
38) COC(=O)C(C)Sc1nc2c(c(=O)n(C)c(=O)n2C)n1CCC(C)C (stereo not given)
  A: i | B: -3 | C: -6 | D: 1 | E: -4 | F: 11 | G: -3 | H: -0.5 | I: 4
39) CCOc1ccccc1/C=N/NC(=O)Cc1csc(Nc2cccc(C(F)(F)F)c2)n1
  A: i | B: 22 | C: 0 | D: -3 | E: -1 | F: 7 | G: -8 | H: -0.2 | I: 2
40) CS(=O)(=O)N(CC(=O)NCc1ccco1)c1ccc(Cl)c(C(F)(F)F)c1
  A: i | B: 12 | C: 4 | D: -9 | E: 1 | F: -4 | G: -15 | H: 0.3 | I: 4
41) Cc1ccc(NC(=O)Cn2c(=O)oc3ccccc32)c(C)c1
  A: i | B: -4 | C: -1 | D: -4 | E: -7 | F: -2 | G: 1 | H: 0.1 | I: 5
42) N#CCOc1ccc(C2=NO[C@@H]3[C@@H]4C[C@@H]([C@H]5C(=O)N(c6ccc7c(c6)OCO7)C(=O)[C@@H]45)[C@H]23)cc1
  A: i | B: 8 | C: -5 | D: -13 | E: -3 | F: 5 | G: 3 | H: -0.3 | I: 0
43) O=C(CSc1ncc(C(F)(F)F)cc1Cl)N1CCNC1=O
  A: i | B: -3 | C: -2 | D: 1 | E: -3 | F: 7 | G: 1 | H: -0.6 | I: -3
44) C=CCN(CC=C)c1nc2ccccc2nc1C(C#N)C(=O)OC(C)C (stereo not given)
  A: i | B: -8 | C: -3 | D: -2 | E: 1 | F: 6 | G: 16* | H: 0.7 | I: -20
45) NC(=O)CCC(NS(=O)(=O)c1ccc(Cl)cc1)C(=O)NCc1ccc(Cl)cc1 (stereo not given)
  A: i | B: -6 | C: 0 | D: 0 | E: 2 | F: -2 | G: 1 | H: 2.9 | I: 5
46) Cc1ccc(-n2nnc(-c3cccnc3)n2)cc1
  A: i | B: -7 | C: 0 | D: -3 | E: -4 | F: -5 | G: -9 | H: 0.0 | I: -3
47) CNc1cc(CS(=O)c2ccccc2)nc(-c2ccccc2)n1 (stereo not given)
  A: i | B: 0 | C: 4 | D: 1 | E: -4 | F: -6 | G: -14 | H: -1.1 | I: 2
48) CCc1ccc(N2CC(C(=O)Nc3ccc(S(=O)(=O)Nc4nccs4)cc3)CC2=O)cc1 (stereo not given)
  A: i | B: -5 | C: 1 | D: 0 | E: -4 | F: 8 | G: 3 | H: 0.8 | I: 1
49) CC(C)(C)c1cc(CCC(=O)NNC(=O)c2ccncc2)cc(C(C)(C)C)c1O
  A: i | B: -13 | C: 3 | D: -2 | E: -10 | F: -1 | G: -16 | H: 0.7 | I: -2
50) CCC(C)C(=O)Nc1cc(C(=O)OC)ccc1C(=O)OC (stereo not given)
  A: i | B: -1 | C: 2 | D: 1 | E: -2 | F: 3 | G: 0 | H: · | I: 2
51) COc1cc(-n2nc(C)c3c2OC(N)=C(C#N)C3c2ccccc2)c(Cl)c(Br)c1O (stereo not given)
  A: i | B: 4 | C: 1 | D: -2 | E: -7 | F: -52 | G: -15 | H: 0.1 | I: -29

Some of the entries so far, as a markdown table:
| nr | molecule | Rpn11 inh | FAS TE block | Rin1-Abl PPI inh | CSN deneddyl inh | MsrA act | PABP1 MLLE inh | eLon inh | MsrA inh | MT1-MMP act inh |
| --- | --- | --- | --- | --- | --- | --- | --- | --- | --- | --- |
| 31 | O=c1c2ccccc2c(-c2ccccc2)nn1-c1cc(Cl)cc(Cl)c1 | i | 29 | -1 | 0 | -3 | -8 | -4 | -1.1 | -1 |
| 32 | COc1cc(NC(C)CCCNC(C)C)c2ncccc2c1OC (stereo not given) | i | -7 | 3 | 3 | -2 | 44* | 30* | 0.0 | -3 |
| 33 | CC1CCc2[nH]c3ccc(C(=O)O)cc3c2C1 (stereo not given) | i | -2 | -1 | -1 | -1 | 12 | -1 | -0.1 | 1 |
